miR-122 sensor: miR-122 Renilla sensor signal increase in Huh7, primary screen, miR-122 inhibitor project, cell-based, single point, plate reader; Huh7 miR-122 Renilla luciferase sensor, 48 h; neutral wells = 0, positive control = 100; actives 0.3% (n = 340,000); activation (reporter increase), % at 12.5 µM; AID 602342, 2012;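 active = mean replicate activation score at least 90 and every replicate individually at or above 90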;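 note: higher luciferase means less miR-122 activity so hits act as miR-122 inhibitors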
PGC1a acetyl inh: inhibitors of PGC1a acetylation signal, primary screen, cell-based, U2OS, AlphaScreen, inhibitor mode. AID 651687, 2012. actives 0.17% (n = 350,000). AlphaScreen anti-acetyl-lysine; with virally co-expressed GCN5 acetyltransferase. inhibition, % at 15.6 µM;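 active = every replicate shows inhibition of at least 40%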;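 note: 0% = neutral control wells and 100% = positive control wells; some results beyond the cut were filed as inactive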
ERAP1 inh: human ERAP1 aminopeptidase inhibitors, primary screen, biochemical, single point, plate reader; inhibition, % at 10.7 µM; AID 652197, 2013; actives 0.15% (n = 340,000); recombinant ERAP1, Leu-AMC fluorescence, 60 min; Endoplasmic reticulum aminopeptidase 1 (Homo sapiens), Q9NZ08;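 active = mean replicate inhibition of at least 30%, or all replicates individually reaching that 30% level; inactive = mean below 30% and not every replicate reaching it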;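 note: 0% = neutral control wells and 100% = L-leucinethiol positive control wells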
Target sequence (Q9NZ08 whole entry, looked up): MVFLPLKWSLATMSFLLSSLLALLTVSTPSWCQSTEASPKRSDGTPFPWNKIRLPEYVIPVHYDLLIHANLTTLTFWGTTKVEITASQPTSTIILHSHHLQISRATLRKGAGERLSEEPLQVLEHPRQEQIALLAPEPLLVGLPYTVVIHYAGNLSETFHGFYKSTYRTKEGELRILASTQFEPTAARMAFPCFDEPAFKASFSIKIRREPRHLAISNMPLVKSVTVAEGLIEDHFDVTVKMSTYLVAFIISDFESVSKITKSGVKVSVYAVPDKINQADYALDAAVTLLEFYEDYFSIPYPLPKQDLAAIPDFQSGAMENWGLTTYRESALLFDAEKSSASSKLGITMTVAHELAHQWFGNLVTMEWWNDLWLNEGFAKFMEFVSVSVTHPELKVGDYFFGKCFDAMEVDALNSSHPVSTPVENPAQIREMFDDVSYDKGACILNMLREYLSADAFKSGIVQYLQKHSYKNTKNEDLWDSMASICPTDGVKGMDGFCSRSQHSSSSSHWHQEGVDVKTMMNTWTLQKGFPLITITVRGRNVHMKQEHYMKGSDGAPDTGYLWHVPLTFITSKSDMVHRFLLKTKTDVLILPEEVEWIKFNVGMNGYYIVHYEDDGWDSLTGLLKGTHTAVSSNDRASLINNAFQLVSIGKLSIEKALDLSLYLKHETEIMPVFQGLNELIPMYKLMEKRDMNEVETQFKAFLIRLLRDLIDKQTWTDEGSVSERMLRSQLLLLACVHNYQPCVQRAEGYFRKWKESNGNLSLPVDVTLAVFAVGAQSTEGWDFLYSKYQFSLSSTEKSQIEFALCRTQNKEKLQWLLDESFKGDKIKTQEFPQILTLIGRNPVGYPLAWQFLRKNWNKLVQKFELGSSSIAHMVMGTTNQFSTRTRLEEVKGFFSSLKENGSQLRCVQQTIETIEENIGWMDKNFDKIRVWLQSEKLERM
PglD inh: C. jejuni PglD acetyltransferase inhibitors, primary screen, biochemical, DTNB colorimetric, single point; UDP-N-acetylbacillosamine N-acetyltransferase PglD (Campylobacter jejuni); purified PglD enzyme, DTNB colorimetric CoA detection; inhibition, % at 12.5 µM; actives 0.098% (n = 360,000); AID 602405, 2012; in the data active = inhibition above about 16%, passing the limit was not always enough; note: strong numbers were not always called active
RAD54 inh: inhibitors of human RAD54 branch migration, primary screen, biochemical, fluorescence, single point; DNA repair and recombination protein RAD54-like (Homo sapiens), Q92698; RAD54 Holliday junction branch migration, FAM/BHQ fluorescence; inhibition, % at 10.4 µM; actives 0.14% (n = 360,000); AID 602329, 2012;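 active = mean normalized replicate activity at least 40 and at least half of replicates scoring 40 or more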;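 note: 0% = median of neutral control wells and 100% = median of positive control wells; inhibitors cause a drop in the FAM fluorescence signal; in these data hits start at about 50%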
RAD52 inh: RAD52 DNA annealing inhibitors, primary screen, biochemical, FRET, single point, set 2 | DNA repair protein RAD52 homolog (Homo sapiens), P43351 | recombinant RAD52 DNA annealing, FRET fluorescence | actives 0.46% (n = 360,000) | inhibition, % at 18.7 µM;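 active = every replicate showing at least 50% inhibition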
E-selectin induc: E-selectin induction in HUVECs, primary screen, imaging, HUVEC, immunofluorescence imaging, single point; AID 686992, 2013; P16581; activation, % at 7.58 µM; normalized: neutral wells 0, TNF-alpha wells 100; actives 0.37% (n = 260,000);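 active = mean E-selectin-positive cell signal at least 10% of the positive control, reached in at least 60% of replicates, without over 20% cell loss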;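 note: in these data hits start at about 27%; measured in HUVEC primary endothelial cells; signal is the percent of cells scored E-selectin positive by PE staining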
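assay system = HUVEC, human umbilical vein endothelial cells | input = 3,000 HUVEC seeded per well | medium = EGM-2 growth medium on 0.1% gelatin-coated wells | dosing = one compound dose added by pin transfer | signal = immunofluorescence imaging | read-out basis = % PE-positive cells | control set = TNF-alpha, DMSO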
Cneo AK release: Cryptococcus neoformans cell lysis inducers, primary screen, AK release luminescence, single concentration; C. neoformans lysis, adenylate kinase release luminescence, 4 h; normalised: neutral wells 0, clomiphene wells 100; lysis activity, % at 15 µM; actives 0.2% (n = 360,000);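 active = mean lysis activity across replicates of at least 80%, whatever share of replicates individually reach that level; inactive = mean lysis activity below 80%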
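Schedule: static 4 h at 37 °C with compound, 1 h detection; system: C. neoformans cells; benchmarks: Clomiphene as positive control; buffer or medium: fresh YPD medium; measure: luminescence rise reflecting yeast cell lysis; measured by: luminescent adenylate kinase detection reagent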
Numbers without * were called inactive; · = no result given; [ ] = remark or other dose.

1	CN1CCN(C(=O)c2cc(Oc3c(F)c(F)c(F)c(F)c3F)cc(C(=O)N3CCN(C)CC3)c2)CC1
2	Cc1c(O)c2c(=O)n(-c3ccccc3)c(-c3ccccc3)cc2oc1=O
3	CN(CCOc1ccc(Cl)cc1)C(=O)c1ccccc1SCC(=O)N1CCCC1
4	COc1ccc(-c2coc3cc(OC4OC(CO)C(O)C(O)C4O)cc(O)c3c2=O)cc1 (stereo not drawn)
5	COc1ccc(NC(=O)Cn2c(CCC(=O)O)ccc2-c2ccc(C)cc2)cc1
6	Cc1ccc(Nc2nc(-c3c(C)n(C)n(-c4ccccc4)c3=O)c(C)s2)cc1
7	CCOC(=O)/C(C#N)=C1/CCCCCN1C
8	CCCC#Cc1ccc2c(c1)O[C@@H](CN(C)S(=O)(=O)c1cccc(F)c1)[C@@H](C)CN([C@@H](C)CO)S2(=O)=O

assay / compound | 1 | 2 | 3 | 4 | 5 | 6 | 7 | 8
miR-122 sensor | -3 | 20 | · | -3 | 7 | -7 | -6 | 4[16.7 µM]
PGC1a acetyl inh | 3 | · | · | 5 | · | -7 | 10 | -11
ERAP1 inh | -5 | -2 | 2 | 1 | · | · | · | -1
PglD inh | · | 6 | 2 | 1 | 5 | -3 | -3 | 4
RAD54 inh | -11 | 6 | -7 | 7 | 1 | 0 | 7 | -3
RAD52 inh | -3 | -10 | -9 | -15 | -26 | · | · | 1
E-selectin induc | · | · | 0.0 | 0.1 | 0.7 | · | · | -0.2
Cneo AK release | 0 | -1 | 7 | -1 | -1 | -8 | 2 | -2

An excerpt of these results, as tab-separated lines:
cpd	mol	miR-122 sensor	PGC1a acetyl inh	ERAP1 inh	PglD inh	RAD54 inh	RAD52 inh	E-selectin induc	Cneo AK release
4	COc1ccc(-c2coc3cc(OC4OC(CO)C(O)C(O)C4O)cc(O)c3c2=O)cc1 (stereo not drawn)	-3	5	1	1	7	-15	0.1	-1
5	COc1ccc(NC(=O)Cn2c(CCC(=O)O)ccc2-c2ccc(C)cc2)cc1	7	·	·	5	1	-26	0.7	-1
6	Cc1ccc(Nc2nc(-c3c(C)n(C)n(-c4ccccc4)c3=O)c(C)s2)cc1	-7	-7	·	-3	0	·	·	-8
7	CCOC(=O)/C(C#N)=C1/CCCCCN1C	-6	10	·	-3	7	·	·	2

Continued:
9	CC(=O)N1N=C(c2ccc(Cl)cc2)CC1c1ccc([N+](=O)[O-])cc1 (stereo not drawn)
10	COc1ccc(NC(=O)C2=C(C)C(=O)OC23CCC(C)CC3)c(OC)c1 (stereo not drawn)
11	C=CCN1C(=S)CC(c2ccccc2)=Nc2ccccc21
12	COc1ccc(NC(=O)Nc2ccc3c(c2)C(=O)N([C@H](C)CO)C[C@@H](C)[C@H](CN(C)C(=O)Nc2cccc4ccccc24)O3)cc1
13	CCOC(=O)C1CCCN(C(=O)c2cccs2)CC1 (stereo not drawn)
14	CCC(C)(C)NC(=O)CN(Cc1ccco1)C(=O)CCC(=O)Nc1nccs1
15	COCCNC(=O)C[C@H]1C[C@@H]2c3cc(NC(=O)Nc4ccc(C(F)(F)F)cc4)ccc3O[C@@H]2[C@@H](CO)O1
16	NC(=O)CC(NC(=O)Cc1ccc(Cl)cc1)c1ccc(NC2CCCCCC2)c([N+](=O)[O-])c1 (stereo not drawn)

assay / compound | 9 | 10 | 11 | 12 | 13 | 14 | 15 | 16
miR-122 sensor | · | 7 | · | -1[16.7 µM] | 4 | -6 | 8[16.7 µM] | -3
PGC1a acetyl inh | · | -11 | · | -11 | -1 | -18 | 3 | 5
ERAP1 inh | -2 | 2 | 1 | 2 | 1 | 4 | 0 | ·
PglD inh | -8 | -1 | 1 | 4 | 6 | -3 | 0 | 10
RAD54 inh | -10 | 4 | -1 | -2 | 2 | -4 | 12 | 9
RAD52 inh | -1 | -19 | -5 | -3 | -3 | -7 | 1 | ·
E-selectin induc | · | · | · | · | -0.9 | 0.4 | 0.3 | 7.7
Cneo AK release | -1 | -3 | -4 | 6 | -2 | -2 | 43 | 0

17	COc1cccc(S(=O)(=O)N(C)C[C@H]2Oc3cc(C#CCC(C)C)ccc3S(=O)(=O)N([C@H](C)CO)C[C@H]2C)c1
18	O=C(Nc1ccccc1Cl)c1ccccc1
19	Cc1noc(C)c1S(=O)(=O)Nc1ccc2c(c1)C(=O)N([C@@H](C)CO)C[C@H](C)[C@H](CN(C)Cc1ccc(C(F)(F)F)cc1)OCCCC[C@@H](C)O2
20	CSCCC(NC(=O)c1ccccc1)C(=O)NC1CCCC1 (stereo not drawn)
21	Cc1cc(C(=O)Nc2ccc3c(c2)OCO3)cs1
22	Cc1ccc(Cl)cc1NC(=O)N[C@@H](CC(C)C)C(=O)O
23	CN(Cc1ccccc1F)c1nc(-c2cccnc2)nc2ccccc12
24	O=C1CN(C(=O)c2cccc(F)c2)C(c2ccc(F)cc2)c2cc(F)ccc2N1 (stereo not drawn)

assay / compound | 17 | 18 | 19 | 20 | 21 | 22 | 23 | 24
miR-122 sensor | 40[16.7 µM] | · | -6[16.7 µM] | · | 16 | · | -1 | ·
PGC1a acetyl inh | 7 | 3 | -14 | 1 | 12 | 4 | · | 0
ERAP1 inh | 0 | 1 | 0 | -1 | 1 | 1 | 1 | -3
PglD inh | 1 | · | 6 | 5 | 2 | · | 7 | 2
RAD54 inh | 4 | · | -9 | 5 | 11 | · | -1 | 4
RAD52 inh | -6 | 0 | -18 | 10 | -1 | -4 | -64 | -1
E-selectin induc | 0.0 | -2.1 | -0.3 | · | · | 1.2 | · | ·
Cneo AK release | 3 | · | 21 | 0 | 0 | · | 4 | -2

25	O=C(C[C@@H]1CC[C@@H](NC(=O)C2CCOCC2)[C@H](CO)O1)NCC1CC1
26	CCCS(=O)(=O)NC(=O)C1(C)CCN(C(=O)c2ccccc2F)C1 (stereo not drawn)
27	Cc1cc(C)nc(N/N=C2/CCSc3ccc(F)cc32)n1
28	Cc1ccc(OC(C)C(=O)Nc2ccc3c(c2)n(C)c(=O)n3C)cc1C (stereo not drawn)
29	COc1ccc(N2CCN(C(CNC(=O)C(=O)NCC3CCCO3)c3ccco3)CC2)cc1 (stereo not drawn)
30	C[C@@H]1CN([C@H](C)CO)C(=O)c2cc(NS(=O)(=O)c3cn(C)cn3)ccc2O[C@@H]1CN(C)C(=O)Nc1ccccc1
31	O=C1CCCC2=C1CC(C(=O)OCc1ccccc1)C(=O)N2Cc1ccccc1 (stereo not drawn)
32	COCCN1Cc2cccc(C(=O)N3CCN(c4ccccc4)CC3)c2C1=O

assay / compound | 25 | 26 | 27 | 28 | 29 | 30 | 31 | 32
miR-122 sensor | · | -6 | 5 | 5 | -12 | -2[16.7 µM] | · | -6
PGC1a acetyl inh | 4 | -7 | -9 | -2 | · | -4 | · | 2
ERAP1 inh | 1 | 2 | -4 | -1 | -6 | -3 | 6 | ·
PglD inh | · | 14 | 1 | -2 | 1 | -1 | -1 | 1
RAD54 inh | · | 2 | 11 | 3 | 5 | -7 | 5 | -3
RAD52 inh | -11 | 1 | -6 | 1 | -2 | -8 | -24 | ·
E-selectin induc | -0.6 | 0.6 | -0.1 | · | · | -0.1 | 0.3 | ·
Cneo AK release | · | 1 | -2 | 2 | -3 | 0 | 0 | -5

33	COc1ccccc1OCCN(C#N)c1nc(N(C)C)nc(N(C)C)n1
34	O=C(COc1cc2oc(=O)cc(-c3ccccc3)c2cc1Cl)NCCN1CCOCC1
35	COc1ccc(S(=O)(=O)N2CCCC(C(=O)NC3CC3)C2)cc1Cl (stereo not drawn)
36	Cc1noc(C)c1NC(=O)Nc1cccc2c1O[C@H](CN(C)Cc1ccc(C(=O)Nc3ccccc3N)cc1)[C@@H](C)CN([C@H](C)CO)C2=O
37	CS(=O)(=O)N1[C@H](CO)[C@H](c2ccccc2-c2ccc(F)cc2)[C@@H]1C#N
38	COc1ccc(Cl)cc1C(=O)Nn1cnc2ccccc2c1=O
39	COCCNC(=O)C[C@@H]1C[C@@H]2c3cc(NS(C)(=O)=O)ccc3O[C@@H]2[C@H](CO)O1
40	CNC[C@H]1OCCCC[C@H](C)Oc2ccc(NS(=O)(=O)c3ccc(C)cc3)cc2C(=O)N([C@H](C)CO)C[C@@H]1C

assay / compound | 33 | 34 | 35 | 36 | 37 | 38 | 39 | 40
miR-122 sensor | · | 4 | 4 | 2[16.7 µM] | · | · | -1[16.7 µM] | -2[16.7 µM]
PGC1a acetyl inh | -12 | -3 | -17 | 3 | -26 | -2 | 3 | 3
ERAP1 inh | -1 | 2 | -2 | 2 | 2 | 1 | -1 | -1
PglD inh | · | -3 | 4 | 7 | · | 2 | 1 | 4
RAD54 inh | · | -4 | 1 | -1 | · | 11 | 0 | -10
RAD52 inh | -6 | -8 | -16 | 19 | 0 | -11 | 4 | -301
E-selectin induc | 0.5 | · | 0.0 | 0.1 | 0.1 | · | -0.2 | -0.1
Cneo AK release | · | 0 | 1 | 3 | · | 8 | 40 | -10

41	Cc1ccc2[nH]cc(C(=O)CN3CCN(c4ccccn4)CC3)c2c1
42	O=C(Nc1ccccc1Cl)c1cccc(NC(=O)C2CCCC2)c1
43	CCOC(=O)C1CCCN(C2=C(NS(=O)(=O)c3ccc(Br)cc3)C(=O)c3ccccc3C2=O)C1 (stereo not drawn)
44	COc1ccc(Nc2nc(C)cc(C)c2C#N)cc1OC
45	COc1ccc(C2C(C#N)=C(C)NC3=C2C(=O)c2ccccc23)cc1 (stereo not drawn)
46	NC(=O)CSc1nc2ccccc2c(=O)n1CCc1ccccc1
47	COc1ccccc1S(=O)(=O)Cc1ccc(C(=O)N2CCN(c3cccc(Cl)c3)CC2)o1
48	COc1ccccc1CNC(=O)COC(=O)c1ccc(-n2cnnn2)cc1

assay / compound | 41 | 42 | 43 | 44 | 45 | 46 | 47 | 48
miR-122 sensor | 3 | 11 | · | -4 | -4 | 4 | 16 | 1
PGC1a acetyl inh | -7 | · | · | -2 | 10 | 4 | -12 | ·
ERAP1 inh | · | -2 | 2 | -3 | -1 | -2 | · | 0
PglD inh | -1 | 5 | 1 | 10 | 0 | -1 | 3 | 0
RAD54 inh | -14 | -6 | 1 | -16 | 10 | -12 | 3 | 5
RAD52 inh | · | -17 | 7 | -11 | -5 | -22 | · | 1
E-selectin induc | · | · | · | 0.4 | · | · | · | 0.1
Cneo AK release | 0 | -5 | -1 | 0 | 3 | 15 | 0 | -1

49	CCCn1c2ccccc2c2nnc(SCC(=O)OC)nc21
50	O=C(OCC#CCSc1nnc(-c2ccc([N+](=O)[O-])cc2)o1)c1cccs1
51	O=C(Cn1ccc([N+](=O)[O-])n1)NCc1nc2ccccc2[nH]1
52	CCN(C(=O)COc1ccc(N(C)S(=O)(=O)c2ccc(NC(C)=O)cc2)cc1)C1CCCCC1

assay / compound | 49 | 50 | 51 | 52
miR-122 sensor | 0 | -5 | · | -10
PGC1a acetyl inh | 16 | -5 | 5 | -12
ERAP1 inh | · | · | -1 | 1
PglD inh | 4 | -1 | · | 0
RAD54 inh | -9 | 7 | · | -1
RAD52 inh | · | · | -1 | -4
E-selectin induc | · | · | 0.1 | 0.7
Cneo AK release | 1 | 3 | · | -1

Source: PubChem BioAssay (Broad Institute)
